FEN1 inhibitor = qHTS Assay for the Inhibitors of Human Flap endonuclease 1 (FEN1); P39748; Recombinant FEN1 flap cleavage, fluorescence, 15 min; Potency, µM (top dose mostly 114 µM), inactives show at the highest dose activity change, negative = inhibition, hits mostly inhibitors; hit rate 0.35% among 390,000; also: nearly all actives have a fitted effect of over 65% in size
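Read-out was taken twice, immediately and after 15 min, following addition of 50 nM substrate to 10 nM FEN1 that had sat with test compound for 15 min at room temperature. Curves came from a four-parameter Hill model.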
TDP1 cell CPT = qHTS for Inhibitors of human tyrosyl-DNA phosphodiesterase 1 (TDP1): qHTS in cells in presence of CPT. chicken DT40 Tdp1-/-;hTDP1 cells + 20 nM CPT, ATP luminescence, 48 h. Potency, µM (series often up to 46.2 µM), for the others: top-dose activity change, negative = growth inhibition, actives largely listed as inhibitors. hit rate 12% among 420,000. AID 686979, 2013; also: nearly all actives have a fitted effect of over 55% in size
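Chicken DT40 Tdp1-/- cells complemented with human TDP1, 400 cells/well, exposed to compounds plus 20 nM camptothecin for at least 48 h at 37 C; viability read as ATP content by CellTiter-Glo luminescence.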
GCN5L2 inh = qHTS Assay for Inhibitors of GCN5L2. AID 504327, 2011. hit rate 0.21% among 390,000. Potency, µM (doses to about 58.9 µM), inactives show top-dose activity change, negative = inhibition, most hits filed as inhibitors. GCN5L2 HAT assay, ThioGlo1 CoA-SH fluorescence
Target sequence (Q92830 whole entry, looked up): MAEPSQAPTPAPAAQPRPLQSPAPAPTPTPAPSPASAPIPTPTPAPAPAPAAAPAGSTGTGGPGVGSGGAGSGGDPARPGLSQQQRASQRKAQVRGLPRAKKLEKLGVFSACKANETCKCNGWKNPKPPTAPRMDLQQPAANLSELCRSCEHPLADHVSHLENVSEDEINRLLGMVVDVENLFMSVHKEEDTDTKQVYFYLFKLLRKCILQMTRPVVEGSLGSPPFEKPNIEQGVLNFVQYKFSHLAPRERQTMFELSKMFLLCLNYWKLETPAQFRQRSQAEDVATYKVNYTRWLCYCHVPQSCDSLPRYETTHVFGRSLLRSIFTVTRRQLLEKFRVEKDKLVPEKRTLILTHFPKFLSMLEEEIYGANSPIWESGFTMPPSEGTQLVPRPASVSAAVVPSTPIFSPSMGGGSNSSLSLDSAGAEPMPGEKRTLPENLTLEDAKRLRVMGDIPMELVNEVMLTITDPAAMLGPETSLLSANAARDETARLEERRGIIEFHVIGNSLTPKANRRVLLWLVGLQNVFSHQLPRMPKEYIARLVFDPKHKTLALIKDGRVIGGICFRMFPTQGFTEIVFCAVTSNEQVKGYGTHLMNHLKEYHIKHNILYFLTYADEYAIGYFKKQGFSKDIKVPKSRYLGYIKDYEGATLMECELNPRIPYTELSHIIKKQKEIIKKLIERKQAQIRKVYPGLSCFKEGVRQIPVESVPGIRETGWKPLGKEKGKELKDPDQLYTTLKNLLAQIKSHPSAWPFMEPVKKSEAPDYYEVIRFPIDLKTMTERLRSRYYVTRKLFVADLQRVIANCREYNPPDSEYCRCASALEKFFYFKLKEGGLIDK
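GCN5L2 (20nM final) in 50mM HEPES, 0.1mM EDTA pH 7.5, 0.01% Tween-20 was preincubated 15 min at room temperature with compound, then given ThioGlo1 (50uM), H3(1-25) peptide (75uM) and acetyl-CoA (70uM); CoA-thiol fluorescence (Ex340/Em540) was read at 0 and 20 min.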
* = called active by the depositor; ? = inconclusive; nt = not tested or not shown; & = joins results of further samples. Calls follow the shape of the dose curve; as a rule, active = well fitted curve in the direction sought with a large enough effect; inconclusive = small, poorly fitted or top-dose-only effect, or another doubt; inactive = no such curve, though single readings can be large; an effect the other way counts as inactive or inconclusive. % is scaled to controls: 0 for no effect and ±100 for the full control effect; potency is read from the fitted curve at half-maximal effect. This is a subset; count on the stated rates, not on these rows.

mol | FEN1 inhibitor | TDP1 cell CPT | GCN5L2 inh
CCc1ccc(NC(=O)C(C)OC(=O)c2cccc(S(=O)(=O)N3CCc4ccccc4C3)c2)cc1 (stereo unspecified) | -11.2% | -14.7% | -26.7%
Cc1c(NS(=O)(=O)c2ccc(C(=O)NCc3ccc(F)cc3)cc2)c(=O)n(-c2ccccc2)n1C | -7.5% | -15.1% | -5.7%
COc1ccc(C(C)(C)C)cc1NC(=O)COC(=O)c1ncc(Cl)c(Cl)c1Cl | 11.8% | -11.1% | -9.1%
Cc1c(NC(=O)Cc2ccccc2)cccc1-c1nc2cccnc2s1 | 3.4% | ? | -4.1%
Cc1ccc(C(=O)NS(=O)(=O)c2ccc(C)cc2)cc1 | -3.7% | -15.8% | -4.1%
CC(C)(C)NC(=O)CSc1nnc(-c2ccncc2)n1Cc1ccccc1 | 0.2% | 0.1% | -24.4%
CC(C)(C)C(=O)NNC(=O)c1ccc(Oc2cc(Cl)cc(Cl)c2)o1 | 0.1% | -19.5% | -2.0%
Cc1cccc(C(=O)N2CCC(n3nnc4cc(F)ccc43)CC2)c1 | -12.3% | -23.4% | -3.1%
O=C(c1nc(-c2ccc(Cl)cc2)n2c1CCCCC2)N1CCN(c2ccccc2F)CC1 | -16.0% | ? | -11.7%
Cc1ccc(S(=O)(=O)N2CCN(CCOc3cccc(C)c3)CC2)cc1 | -3.1% | -18.0% | -5.6%
CC1CCCC(NC(=O)COC(=O)c2c[nH]c(=O)[nH]c2=O)C1C (stereo unspecified) | 6.6% | -22.7% | 0.0%
COc1ccc(/C=C/C(=O)NC(=S)Nc2ccc(N3CCN(C(C)=O)CC3)cc2)cc1 | 4.6% | -17.3% | -9.7%
O=C(NC1CCCCCC1)c1ccc(-n2cnnc2)cc1 | -7.8% | 9.7% | ?
Cn1nc(C(=O)Nc2cccc(C(F)(F)F)c2)c2ccccc2c1=O | 1.1% | 2.6% | ?
CCc1nn(Cc2c(C)cc(C)cc2C)c(=O)c2cc3cc(C)ccc3n12 | 1.1% | -29.5% | -3.7%
COc1ccc(C)cc1NC(=O)C1CCN(S(C)(=O)=O)CC1 | -1.8% | 5.9% | -13.8%
CCCC1=C(C(=O)OCC)C(c2ccc(OC)c(C)c2OC)C(C#N)=C(N)O1 (stereo unspecified) | -26.1% | ? | -5.3%
CCCS(=O)(=O)c1nc(S(=O)(=O)c2ccc(C)cc2)c(N2CCC(C(N)=O)CC2)s1 | -15.0% | ? | -6.0%
COc1ccc(NC(=O)Nc2c(C)n(-c3ccccc3)c(=O)n2C)cc1OC | 7.7% | 0.3% | -1.0%
O=C(Cn1ncc2c(Cl)cccc21)NCc1cccc(F)c1 | -17.9% | -14.4% | -5.8%
Cc1cc(NC(=O)NC(=O)c2ccccc2)no1 | -14.0% | -19.0% | -1.8%
CC1(C)Cc2ccccc2C(c2cc3ccccc3oc2=O)=N1 | -0.4% | ? | -0.5%
CN(C)CC(C)(C)CNS(=O)(=O)c1ccc(Cl)c(Cl)c1 | 10.4%&4.0% | -24.2%&-24.6% | -8.0%&-1.6%
O=C(CCNC(=O)c1ccc(Br)cc1)Nc1ccccc1N1CCCC1 | 11.5% | -24.7% | -4.4%
CC1(C(=O)Nc2nnc(C(C)(C)C)s2)Cc2ccccc2C(=O)O1 (stereo unspecified) | -8.8% | -16.6% | -4.9%

Overlap with the part before: 2 entries, followed by the next part.
mol | FEN1 inhibitor | TDP1 cell CPT | GCN5L2 inh
O=C(CCNC(=O)c1ccc(Br)cc1)Nc1ccccc1N1CCCC1 | 11.5% | -24.7% | -4.4%
CC1(C(=O)Nc2nnc(C(C)(C)C)s2)Cc2ccccc2C(=O)O1 (stereo unspecified) | -8.8% | -16.6% | -4.9%
Cc1ccc2nc(Nc3ccccc3)c(/C=N/O)c(=O)n2c1 | -24.8% | 2.59µM* | -4.0%
O=C1[O][Bi][O]c2ccccc21 | nt | -21.4% | -16.4%
O=C(Cn1nnc2c(cnn2-c2ccc(F)cc2)c1=O)OC1CCCCC1 | 3.6% | ? | -3.0%
COc1cccc(NC(=O)NC2CCCc3ccccc32)c1 (stereo unspecified) | -11.4% | -22.3% | -19.9%
CCN(CC)CCCNC(=O)CN1N=C(c2ccc(OC)cc2)CCC1=O | 16.6%&-14.2% | -0.2%&-4.3% | 0.1%&-1.1%
CCOC(=O)c1sc2nc3c(SCCC(=O)O)cc(C(=O)c4cc(OC)ccc4O)cn3c(=O)c2c1C | ? | 3.66µM* | 0.2%
C/C(=N\n1c(C)nc2ccccc2c1=O)c1ccc(N)cc1 | -6.4% | ? | nt
COc1ccc(CCNS(=O)(=O)c2ccc(C(=O)NCc3ccco3)cc2)cc1OC | 0.4% | -10.1% | -9.1%
CCC1Nc2ncnc(N3CCN(c4ccccc4)CC3)c2N(Cc2ccc(Cl)cc2)C1=O (stereo unspecified) | -6.4% | ? | -11.6%
CC1(C)Oc2cc3oc(-c4cc(O)cc(O)c4)cc3cc2CC1O (stereo unspecified) | -12.1% | 20.6µM* | nt
CCc1cccc(C)c1NC(=O)Cn1c(=O)n(-c2ccc(C)cc2)c(=O)c2c1cnn2C | -1.5% | -17.6% | -4.2%
Cc1cccc(C(=O)NC(=S)N2CCN(C(=S)NC(=O)c3cccc(C)c3)CC2)c1 | 1.2% | ? | 3.1%
Cc1cc(-c2ccc(Cl)cc2)n2nc(N)nc2n1 | -4.7% | -4.7% | -14.4%
CN(CCCOc1ccccc1Br)Cc1ccccc1 | -2.6% | -17.4% | -4.9%
CC(OC(=O)c1cc2sccc2n1C)C(=O)NCc1cccs1 (stereo unspecified) | -4.8% | -25.5% | 1.2%
COCCNC(=O)c1cc2n(n1)CCCN(Cc1ccc(C)cc1)C2=O | -0.4% | -15.6% | -0.5%
Cc1cccc(/C=C2\CCC(C3CCCC3)C2=O)c1 (stereo unspecified) | 5.6% | 2.0% | -3.8%
Cc1ccc(-n2c(-c3c(-c4ccccc4)noc3C)n[nH]c2=S)cc1 | 8.8% | -6.6% | 0.8%
C/C(=N\NC(=O)CNc1cccc2ccccc12)c1ccc(Br)s1 | -2.3% | 11.6µM* | -3.4%
O=C(CN1CCCCC1)NC(=O)NCc1ccccc1 | 7.7% | 25.7% | 0.6%
CCOc1cccc2cc(C(=O)NCc3ccc(C)cc3)c(=N)oc12 | 7.4% | ? | 2.3%
CSCCC1NC(=O)N(CC(=O)Nc2cccc(S(=O)(=O)N3CCCCCC3)c2)C1=O (stereo unspecified) | 3.9% | ? | -7.2%
CCC(C)Sc1cccc(-c2nc3cnccn3c2NC2CCCCC2)c1 (stereo unspecified) | -17.8% | 20.6µM* | ?
COC(=O)[C@]1(C)CCC[C@@]2(C)C3CC[C@@]4(C)C[C@]3(CCC21)CC4=NO (stereo partly specified) | ? | ? | -3.8%
CCOc1ccc(C(=O)NCC(=O)OC2CCOC2=O)cc1OCC (stereo unspecified) | -1.1% | 3.7% | -0.7%

Four of the compounds above, with values under each structure.
Every second line gives: FEN1 inhibitor	TDP1 cell CPT	GCN5L2 inh
O=C(Cn1nnc2c(cnn2-c2ccc(F)cc2)c1=O)OC1CCCCC1
    3.6%	?	-3.0%
COc1cccc(NC(=O)NC2CCCc3ccccc32)c1 (stereo unspecified)
    -11.4%	-22.3%	-19.9%
CCN(CC)CCCNC(=O)CN1N=C(c2ccc(OC)cc2)CCC1=O
    16.6%&-14.2%	-0.2%&-4.3%	0.1%&-1.1%
CCOC(=O)c1sc2nc3c(SCCC(=O)O)cc(C(=O)c4cc(OC)ccc4O)cn3c(=O)c2c1C
    ?	3.66µM*	0.2%

Remaining list, next part
mol | FEN1 inhibitor | TDP1 cell CPT | GCN5L2 inh
O=C(CSc1nc2ccsc2c(=O)n1Cc1ccccc1Cl)NCc1ccc(F)cc1 | -5.0% | 16.4µM* | -6.9%
CCOc1cc(/C=N\Nc2ccc([N+](=O)[O-])cc2)ccc1OCC(=O)Nc1ccc(C)c(C)c1 | -0.2% | 23.1µM* | -14.2%
O=C(NCCCNC(=O)c1ccco1)c1ccco1 | 2.3% | -6.7% | -7.0%
CN(C)S(=O)(=O)c1ccc(NS(=O)(=O)/C=C/c2ccccc2)cc1 | 4.2% | -5.4% | -12.4%
CCOC(=O)C1=C(C)N=C2SCCC(=O)N2[C@@H]1c1cccs1 | -10.9% | 10.9% | -6.7%
COc1cc(-c2nnc(COC(=O)C3c4ccccc4Oc4ccccc43)o2)cc(OC)c1OC | 7.0% | ? | -4.6%
COc1ccccc1C(=O)NCCC(=O)N1CCN(c2ccccc2O)CC1 | -1.1% | -13.5% | -24.2%
CC(=O)Nc1ccc(NC(=O)c2cc(S(=O)(=O)N3CCCCC3)ccc2N2CCOCC2)cc1 | 0.9% | -20.6% | nt
Cc1cc(C(=O)COC(=O)Cc2n[nH]c(=O)c3ccccc23)c(C)n1-c1cccc(C(F)(F)F)c1 | -13.1% | ? | -3.6%
CC(C)CNC(=O)c1cc([N+](=O)[O-])ccc1N1CCOCC1 | -1.6% | 0.2% | -5.4%
O=c1cc(CO)oc2ccccc12 | -4.8% | ? | -1.2%
COc1cc2c(-c3ccccc3C)nc3c(c(C)nn3-c3ccccc3)c2cc1OC | 1.1% | 23.1µM* | -3.6%
CC(=O)N1CCN(C(=O)c2cccc(S(=O)(=O)N3CCN(c4ccc(F)cc4)CC3)c2)CC1 | 0.7% | -27.3% | -1.2%
CC1=NN(C(=O)CSCc2ccccc2)C(O)(c2ccc(F)cc2)C1 (stereo unspecified) | 11.4% | 1.4% | -4.7%
CCc1sc(-c2ccccc2)nc1C(=O)OC | 2.9% | -5.6% | -9.9%
CN1CCN(C(=O)c2ccc(CS(=O)(=O)c3c(Cl)cccc3Cl)o2)CC1 | 27.8% | 3.6% | -0.3%
COc1cc(C=NNC(=O)c2ccccc2-n2cccc2)ccc1O | -0.7% | 25.9µM* | -10.7%
COc1ccc(-c2nc3ccc(C(=O)NCCCN4CCOCC4)cc3nc2-c2ccc(OC)cc2)cc1 | 21.1% | ? | -7.9%
C[C@H](CO)N1C[C@H](C)[C@@H](CN(C)Cc2ccc(Cl)c(Cl)c2)Oc2c(NC(=O)Cc3ccccc3)cccc2C1=O | -4.5% | ? | -10.9%
O=S(=O)(c1ccc2c(c1)OCCO2)N1CCC(c2nc3ccc(Cl)cc3[nH]2)CC1 | -5.0% | 8.2µM* | -6.7%
NC(=O)Nn1c(CCC(=O)O)ccc1-c1ccc(Br)cc1 | -2.1% | -20.7% | -1.3%
Cc1cccc(-n2nnnc2-c2cnccc2C(F)(F)F)c1C | -5.9% | -15.6% | 4.1%
CCOc1ccc(N(CC(=O)NCc2ccccc2Cl)S(=O)(=O)c2c(C)[nH]c(=O)[nH]c2=O)cc1 | 18.9%&4.5% | -3.9%&-3.1% | -18.8%&1.1%
Cc1ccn(CCC(=O)N2CCCC(CCC(=O)NCc3ccc(F)c(F)c3)C2)n1 (stereo unspecified) | 2.1% | 0.6% | -25.0%
CCOc1ncccc1C(=O)NCc1cccc(OC)c1 | -2.6% | ? | -2.0%
COc1ccc(CCNC(=O)CSc2ncc(C(=O)Nc3ccccc3)c(=O)n2C)cc1 | -3.6% | ? | 1.4%
Cn1nc(C(=O)NCCc2ccc(Cl)cc2)c2c1-c1ccccc1S(=O)(=O)C2 | 7.4% | ? | -1.2%
COc1cccc(NC(=O)CSc2ccc(-c3ccco3)nn2)c1 | 1.1% | -12.7% | -21.0%

5 of the compounds above, with two lines to a compound.
Results follow in this order: FEN1 inhibitor | TDP1 cell CPT | GCN5L2 inh
O=c1cc(CO)oc2ccccc12
 : -4.8% | ? | -1.2%
COc1cc2c(-c3ccccc3C)nc3c(c(C)nn3-c3ccccc3)c2cc1OC
 : 1.1% | 23.1µM* | -3.6%
CC(=O)N1CCN(C(=O)c2cccc(S(=O)(=O)N3CCN(c4ccc(F)cc4)CC3)c2)CC1
 : 0.7% | -27.3% | -1.2%
CC1=NN(C(=O)CSCc2ccccc2)C(O)(c2ccc(F)cc2)C1 (stereo unspecified)
 : 11.4% | 1.4% | -4.7%
CCc1sc(-c2ccccc2)nc1C(=O)OC
 : 2.9% | -5.6% | -9.9%
